Assay outcomes as filed in PubChem.
NTMT1 inhibitor: inhibitors of human N-terminal methyltransferase NTMT1 | Q9BV86 | AID 1645870 | Potency, µM (doses to about 114 µM), without a hit: top-dose activity change, negative = inhibition, usual class: inhibitors | NTMT1 MTase-Glo SAH luminescence, purified enzyme | 2.5% of 59,000 active;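 further: potency means the concentration at half of the fitted maximal effect; plate controls were DMSO vehicle for no effect and no enzyme for full effect; nearly all actives have a fitted effect of over 65% in size; many of its hits are not listed in these tables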
Target sequence (Q9BV86 whole entry, looked up): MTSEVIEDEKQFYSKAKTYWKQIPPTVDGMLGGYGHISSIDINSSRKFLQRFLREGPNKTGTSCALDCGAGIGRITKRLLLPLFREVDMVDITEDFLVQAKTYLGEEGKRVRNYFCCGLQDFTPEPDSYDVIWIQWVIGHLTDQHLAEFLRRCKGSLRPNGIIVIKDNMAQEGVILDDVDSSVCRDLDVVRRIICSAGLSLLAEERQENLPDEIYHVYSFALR
GALK inhibitor: inhibitors of human galactokinase (GALK). AID 1347072. Potency, µM (series often up to 57.5 µM), without a hit: top-dose activity, negative = inhibition, hits mostly inhibitors. P51570. recombinant GALK, Kinase-Glo ATP luminescence, 1 h. 44,000 tested, under 10 active;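 further: plate controls were full GALK reaction for no effect and reaction lacking GALK for full effect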
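Compounds were pinned into ATP buffer, then GALK-galactose mix was added (final 5 nM enzyme, 35 uM ATP, 100 uM galactose, pH 8.0). After 1 h at room temperature, Kinase-Glo Plus was added and luminescence read.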
p53null 39C kill: selectivity test: cytotoxicity in p53 null cells, nonpermissive temperature. H1299 p53-null (neo) cells, 39C, ATPlite viability, 24 h. Potency, µM (top dose mostly 46.1 µM), inactives show at the top dose activity, negative = cell killing, hits mostly cytotoxic. 0.97% of 55,000 active. AID 904;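 further: potency means the concentration at half of the fitted maximal effect; 0% = DMSO only and -100% = full killing by 100 µM tamoxifen; nearly all actives have a fitted effect of over 50% in size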
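Luminescent ATP signal reported cell survival after H1299 lines (neo, p53 null; or p53 A138V) received up to 46 uM compound and 24 hr incubation at 39C.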
B2AR arrestin ag: ADRB2 beta-arrestin recruitment | HTLA Tango cells, beta-arrestin recruitment, luciferase luminescence, 18 h | Potency, µM (doses to about 46.1 µM), for inactives: at the highest dose activation, most hits filed as activators | 44,000 tested, under 10 active | AID 1347077;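 further: potency means the concentration at half of the fitted maximal effect; 0% = DMSO and full agonism = EC100 isoproterenol or metaproterenol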
Target sequence (P07550 whole entry, looked up): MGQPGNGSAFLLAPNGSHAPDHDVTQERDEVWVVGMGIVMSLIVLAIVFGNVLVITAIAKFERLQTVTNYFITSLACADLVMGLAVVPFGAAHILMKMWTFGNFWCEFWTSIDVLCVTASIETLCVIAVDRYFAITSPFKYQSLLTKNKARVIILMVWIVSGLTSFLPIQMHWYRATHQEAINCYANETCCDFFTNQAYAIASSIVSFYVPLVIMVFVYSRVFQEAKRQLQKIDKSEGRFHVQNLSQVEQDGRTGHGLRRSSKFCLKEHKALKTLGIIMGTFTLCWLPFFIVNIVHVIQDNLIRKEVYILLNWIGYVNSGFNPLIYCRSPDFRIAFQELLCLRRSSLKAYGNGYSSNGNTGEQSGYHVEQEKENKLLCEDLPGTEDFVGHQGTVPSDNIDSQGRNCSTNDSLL
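Luminescence read-out: arrestin recruitment to recombinant beta2-AR releases tTA, inducing luciferase. Cells exposed 18 hr at 37 degrees C to up to 46 microM compound; %Activity from corrected signal, concentration-response curves classified by r2, magnitude and efficacy.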
TSG101-PTAP inh: TSG101-PTAP interaction inhibition, HIV-1 budding; Potency, µM (top dose mostly 115 µM), inactives show at the top dose activity change, negative = inhibition, actives largely listed as inhibitors; Fluorescence polarization, FITC-PTAP peptide/Tsg101, 20 min; 44,000 tested, under 10 active; AID 1347069; further: potency means the concentration at half of the fitted maximal effect; 0% is about no effect
Target sequence (Q99816 whole entry, looked up): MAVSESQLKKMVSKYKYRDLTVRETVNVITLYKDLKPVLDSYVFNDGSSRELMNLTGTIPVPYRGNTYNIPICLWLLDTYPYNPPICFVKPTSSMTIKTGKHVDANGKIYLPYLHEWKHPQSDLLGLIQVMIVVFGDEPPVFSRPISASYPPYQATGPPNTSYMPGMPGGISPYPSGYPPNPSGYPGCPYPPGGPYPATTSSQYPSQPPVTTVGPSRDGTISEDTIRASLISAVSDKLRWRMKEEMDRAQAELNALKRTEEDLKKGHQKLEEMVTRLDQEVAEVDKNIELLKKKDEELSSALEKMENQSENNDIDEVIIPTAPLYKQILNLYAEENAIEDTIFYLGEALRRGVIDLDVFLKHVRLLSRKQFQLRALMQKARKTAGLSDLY
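The Tsg101 binding domain, at 10 uM final, is mixed with compound and a FITC peptide bearing the PTAP motif (50 nM final). After 20 min at r.t., polarization is measured; actives defined by CRC class, efficacy cut-off 60% inhibition.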
p53null 32C tox: kills p53 null cells at the permissive temperature; 0.62% of 55,000 active; AID 903; Potency, µM (titrated, usually from 46.1 µM), for inactives: at the top dose activity change, negative = cytotoxicity, hits mostly cytotoxic; H1299-neo p53 null cells, ATP luminescence, 24 h, 32C;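 further: potency means the concentration at half of the fitted maximal effect; 0% = DMSO only and -100% = full killing by 100 µM tamoxifen; nearly all actives have a fitted effect of over 55% in size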
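H1299-neo (p53-null) cells, 600/well, were pre-incubated overnight at 37C, then exposed to compounds at up to 46 uM for 24 hr at 32C. Viability was measured as ATP content by luminescence, and AC50 values came from Hill fits.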
FH mod: Identification of activators of human fumarate hydratase by quantitative high-throughput screening | Fumarate hydratase, mitochondrial (Homo sapiens), P07954 | FH coupled MDH/diaphorase resazurin fluorescence, 15 min | Potency, µM (series often up to 79.9 µM), for the others: top-dose activity change, negative = inhibition, hits mostly inhibitors | 0.22% of 54,000 active; further: potency means the concentration at half of the fitted maximal effect; on the % scale 0 is the no-effect control and ±100 the full control effect; the screen sought activators but most active calls are inhibition curves; nearly all actives have a fitted effect of over 45% in size
* marks the source's active call; other numbers are inactive results; ? = inconclusive; . = not tested or not shown; [ ] = dose if it differs, or a comment. The call rests on the fitted dose curve; in most records, active means well fitted curve in the direction sought with a large enough effect; inconclusive means small, poorly fitted or top-dose-only effect, or another doubt; inactive means no such curve, though single readings can be large; an effect the other way counts as inactive or inconclusive.

SMILES | NTMT1 inhibitor | GALK inhibitor | p53null 39C kill | B2AR arrestin ag | TSG101-PTAP inh | p53null 32C tox | FH mod
CN(C(=O)Cn1nc(Cc2cccnc2)c2ccccc2c1=O)c1cccc(C(F)(F)F)c1 | -1% | 7% | 12% | 1% | -4% | -3% | 12%
CCc1nn2c(=O)cc(COc3ccc(/C=C(\C#N)C(=O)Nc4ccc(F)cc4)cc3OC)nc2s1 | 6% | 8% | -12% | -1% | 2% | -11% | -8%
Cc1ccc(-n2ncc(C(=O)NCCCN3CCN(C)CC3)c2C2CCN(C(=O)OC(C)(C)C)CC2)cc1 | -6% | 1% | -14% | 0% | 0% | 3% | 3%
Cc1ccc(-n2cc(C(=O)Oc3ccc(F)cc3)c3ccccc3c2=O)cc1 | -5% | 2% | -6% | 1% | 2% | 7% | -7%
Cc1ccccc1NC(=O)CN(c1ccc(Cl)cc1Cl)S(=O)(=O)c1ccccc1 | -3% | 3% | 8% | -1% | -4% | -12% | -18%
CC(C)(C)c1ccc(OCC(=O)NCC2(N3CCOCC3)CCCCC2)cc1 | 0% | -10% | ? | -4% | -1% | ? | ?
Cn1ncc2c(N3CCN(c4cccc(Cl)c4)CC3)ncnc21 | 7% | 1% | -3% | -2% | 1% | 6% | 2%
Cc1nc(C)c(-c2ccc(SCC(=O)Nc3ccc(Br)cc3)nn2)s1 | -1% | 1% | 3% | 0% | -9% | 3% | ?
Cn1c2ccccc2c2cnn(CC(=O)NCCCN3CCCCC3)c(=O)c21 | ? | 7% | -7% | -3% | 0% | -1% | -4%
Cc1nc(-c2ccc(F)cc2)sc1CCNC(=O)c1ccccc1 | ? | 1% | 22% | 0% | -2% | -21% | -4%
O=C(Nc1nc2ccc(Cl)cc2s1)c1cc(=O)c2ccccc2o1 | -29% | 9% | -28% | 1% | -4% | -23% | -9%
CN(C)c1ccc(CN(Cc2ccco2)C(=O)COc2ccc(F)cc2)cc1 | -2% | 1% | 40%[activator] | 0% | -11% | 31%[activator] | -8%
COc1ccc(NCc2cc3cc4c(cc3n(CC(=O)Nc3ccc(F)cc3F)c2=O)OCO4)cc1 | -3% | ? | 2% | -1% | -13% | 0% | ?
CCOc1ccccc1C(=O)Nc1c(C(=O)Nc2ccc(F)cc2)oc2ccccc12 | 18% | -11% | 30% | 1% | -11% | 8% | -22%
CCCc1cc(=O)[nH]c(Nc2cc(Cl)ccc2OC)n1 | . | -10% | 1% | -1% | 3% | 9% | .
COc1ccc(C2CC(=O)c3cc(-c4nc(-c5cccc([N+](=O)[O-])c5)cs4)c(=O)n(-c4ccc(C)c(C)c4)c3C2)cc1 (configuration not stated) | 7% | 7% | 21% | 0% | 4% | 10% | -11%
Cc1ccccc1-n1c(SCC(=O)Nc2ccc(Cl)cc2F)nnc1-c1cc2occc2n1C | 10% | -2% | 1% | -1% | 1% | 0% | -16%
O=C(CSc1nc(-c2ccc(Cl)cc2)nc2c1Cc1ccccc1O2)N1CCCCC1 | -9% | 6% | 15% | -1% | 0% | -4% | -2%
CC1=C(C(=O)Nc2ccc(C)cc2C)C(c2cccn2C)n2ncnc2N1 (configuration not stated) | -10% | -6% | ? | 0% | -3% | 4% | 4%
COc1cccc(C(=O)Nc2cc3cc(OC)ccc3oc2=O)c1 | -1% | 0% | 19% | 1% | -4% | 4% | 2%
CCOC(=O)c1c(NC(=O)/C=C/c2ccc(C(C)C)cc2)sc2c1CCC2 | -5% | 1% | 5% | 0% | 1% | 0% | 0%
Cc1ccccc1C(=O)c1cccn1CC(=O)NCc1ccccc1 | 2% | 3% | -20% | ? | -2% | 3% | -19%
Cc1cc(S(=O)(=O)Nc2ccc(-c3ccc(N4CCCCCC4)nn3)cc2)c(C)cc1Cl | . | 2% | 11% | 1% | 0% | 10% | .
CCOC(=O)c1scc(-c2ccc(C)cc2)c1S(=O)(=O)Nc1ccc(OC)c(Cl)c1 | -4% | 0% | 18% | 1% | 2% | 14% | -18%
CCOC(=O)c1cc2c(=O)n3ccccc3nc2n(Cc2ccco2)c1=NC(=O)c1cc(C)cc(C)c1 | -3% | 7% | ? | -2% | -2% | ? | -8%
CCc1ccc(C(=O)c2cn(CC(=O)Nc3cc(OC)ccc3OC)c3ccc(C)cc3c2=O)cc1 | 14% | 5% | 4% | -1% | -2% | -2% | -6%
COc1ccc(N2CCN(C(=O)Nc3cn(CC(C)C)c(=O)c4ccccc34)CC2)cc1 | -2% | 0% | -16% | -1% | -4% | 1% | -3%
COc1cccc(NC(=O)CCc2nc(-c3cccs3)no2)c1 | 3% | -1% | -13% | -2% | 1% | 10% | -15%
CCOC(=O)c1c(NC(=O)c2cc(-c3ccc(Cl)cc3)on2)sc2c1CCCC2 | 22% | 6% | 20% | -1% | 0% | 7% | -3%
Cc1cc2oc(C(=O)Nc3nc(-c4ccccc4)ns3)c(C)c2cc1Cl | 13% | -5% | ? | -2% | -3% | -12% | -12%
Cc1ccc2c(CNCCc3ccco3)c(C(=O)O)n(Cc3ccc(F)cc3)c2c1 | -1% | 4% | -15% | -1% | 28% | -3% | -9%
COc1ccccc1NC(=O)Cc1c(C(=O)O)[nH]c2ccc(Cl)cc12 | ? | -1% | 21% | -1% | -7% | -10% | ?
COc1cccc(-c2nc(SCC(=O)N3CCc4ccccc43)c3c(=O)n(C)c(=O)n(C)c3n2)c1 | 24% | 0% | 6% | 2% | 6% | -4% | -12%
CCOC(=O)Cc1ccc(NC(=O)N2CC(C)Oc3ccc(Cl)cc32)cc1 (configuration not stated) | 1% | 0% | -16% | 0% | 0% | 3% | -23%
Cc1cccc(NC(=O)c2ccc3snnc3c2)c1C | -1% | 0% | -19% | -4% | -4% | -1% | -6%
COc1ccc(CCNC(=O)c2ccc3c(c2)c(C)c(C)n3Cc2ccccc2)c(OC)c1OC | -4% | 2% | 26% | 8% | 7% | 12% | -26%
COC(=O)c1cc2oc(C)cc2n1CC(=O)Nc1ccc(C)cc1C | 8% | -1% | 8% | 1% | -7% | -3% | 12%
COC(=O)c1ccccc1NC(=O)c1ccc(=O)n(Cc2cccc(C)c2)c1 | -22% | 0% | 27% | 0% | -5% | 12% | -16%
CC(C)CCNC(=O)c1ccc2c(c1)NC(=O)C(CS(=O)(=O)Cc1ccc(F)cc1)N2 (configuration not stated) | ? | 0% | -13% | -1% | 2% | 3% | -2%
CCN(C(=O)Cn1c(=O)oc2cc(Cl)ccc21)c1cccc(C(F)(F)F)c1 | -2% | 6% | -5% | 1% | -4% | 4% | -3%
CCC1CN(C(=O)N2CCC(C(=O)N3CCN(c4cccc(C)c4C)CC3)CC2)c2ccccc2O1 (configuration not stated) | -1% | 2% | 4% | 1% | -9% | 19% | ?
COc1ccc(N2CCN(C(=O)c3c(C)nn(-c4ccc(F)cc4)c3-n3cccc3)CC2)cc1 | -17% | -4% | ? | 1% | -4% | 6% | -29%
O=C(CCS(=O)(=O)c1cccs1)Nc1ccc(C(=O)Nc2ccccc2F)cc1 | ? | 1% | 2% | -2% | 1% | -13% | 6%
O=C(CSc1ncccc1C(=O)Oc1ccccc1Cl)Nc1ccccc1Cl | 22% | 3% | ? | 3% | -3% | -22% | -10%
COc1ccc(CNc2nc(-c3ccco3)nn2S(=O)(=O)c2ccc3ccccc3c2)cc1OC | 7% | 0% | -10% | 0% | -1% | -4% | ?
CCc1ccccc1NC(=O)CSc1nnc(-c2ccccc2)c(-c2ccccc2)n1 | 11% | 0% | -2% | 0% | 1% | 14% | -18%
COc1ccc(-c2nc(CNS(=O)(=O)c3cccc(F)c3)cs2)cc1 | -1% | -12% | -16% | -3% | -1% | -1% | -11%
COc1ccc(Cl)cc1NC(=O)CN1c2ccccc2S(=O)(=O)c2ccccc21 | 1% | 0% | 7% | 0% | -5% | 6% | -27%
Cc1ccc(C(=O)Nc2cccc(C(=O)OCc3cc(=O)n4nc(C5CC5)sc4n3)c2)cc1 | 17% | -1% | -10% | 0% | 0% | -3% | 2%
COc1ccc(OC)c(-c2cc(C(=O)Nc3c(C)nn(Cc4ccc(C)cc4)c3C)no2)c1 | . | -6% | -11% | -2% | 0% | -2% | .
COc1cc(OC)c2c(C)c(CC(=O)NCCc3ccccc3OC)c(=O)oc2c1 | . | ? | -15% | 0% | 1% | 1% | .
CCOc1ccc(-c2c(C)nn3c(C)c(C(=O)NCCc4ccc(C)cc4)cnc23)cc1OCC | -13% | -2% | -4% | -1% | -6% | -9% | -11%
COc1ccc(CCNC(=O)Cn2c(=O)n(-c3cc(OC)c(OC)c(OC)c3)c(=O)c3ccccc32)cc1OC | -20% | 1% | 6% | 0% | 0% | 9% | 8%
Cc1ccn2c(Nc3ccccc3C)c(-c3ccccc3)nc2c1 | 2% | 1% | ? | 1% | -1% | -5% | -10%
Cc1cc(C)cc(-n2c(SCC(=O)Nc3ccc4c(c3)OCO4)nc3c([nH]c4ccccc43)c2=O)c1 | 1% | 0% | 16% | 0% | 0% | 5% | -3%
COc1ccc(NC(=O)Cn2c(=O)n(Cc3nc(C)no3)c(=O)c3cc4c(cc32)OCO4)cc1OC | -4% | 5% | 7% | 0% | -6% | -1% | -6%
Cc1cccc(N2CCN(C(=O)c3ccc4c(c3)c(C)c(C)n4C)CC2)c1C | -1% | 0% | -14% | 2% | 1% | -2% | -22%
O=C(Nc1cccc(C(F)(F)F)c1)c1cc2nc(-c3ccccc3)cc(C(F)(F)F)n2n1 | 16% | -2% | -8% | 1% | -3% | -5% | 11%
CN(C)CCNC(=O)CN1C(=O)CCn2nc(-c3cn(C)c4ccccc34)cc21 | -1% | 4% | 31%[activator] | 2% | 2% | 5% | -8%
COc1cccc(Cc2nc3ccccc3nc2SCC(=O)N2CCCCC2C)c1 (configuration not stated) | 7% | 0% | 33%[activator] | 1% | 0% | 13% | -17%

Further entries follow:
SMILES | NTMT1 inhibitor | GALK inhibitor | p53null 39C kill | B2AR arrestin ag | TSG101-PTAP inh | p53null 32C tox | FH mod
CCCn1cc(S(=O)(=O)c2ccc(CC)cc2)c(=O)c2cc(F)c(N(CC)CC)cc21 | 17% | -5% | -6% | 0% | -2% | 3% | -24%
CCN(CC)c1ccc2cc(-c3nc(-c4cccs4)no3)c(=O)oc2c1 | 15% | -5% | -15% | 0% | 7% | -5% | -9%
Cc1c(C(=O)N2CCC(C)CC2)c(S(=O)(=O)NCc2ccccc2)c(C)n1C | -8% | -3% | -4% | 1% | -17% | -9% | -4%
COC(=O)c1cc(NC(=O)c2sc3ncn(Cc4cccc(F)c4)c(=O)c3c2C)cc(C(=O)OC)c1 | 20% | -4% | 26% | -2% | 2% | 13% | -1%
CCc1ccccc1NC(=O)c1ccc2c(c1)N(Cc1cc(C)ccc1C)C(=O)c1ccccc1S2(=O)=O | 2% | -11% | 3% | 0% | -2% | 1% | -10%

Not all compounds are listed; rates above refer to the full screens.
